# STAT3 blocker: inhibitors of IL-6 induced STAT3 signaling | U3A cells, IL-6 STAT3-luciferase reporter, luminescence; host cell line lacks STAT1 | 0.89% of 190,000 active | AID 862 | inhibition, % at 5.5 µM;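 active = inhibition above the mean inhibition across all screened compounds plus 3 SD, cut at about 44% in these data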;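 also: 0% = DMSO only wells and 100% = 100 µM nifuroxazide control wells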
# STAT1 blocker: inhibitors of IFN-gamma induced STAT1 signaling. NIH 3T3 STAT1-luciferase reporter, luminescence. inhibition, % at 5.5 µM. 0.35% of 200,000 active;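 active = inhibition above a set limit, the mean inhibition across all tested compounds plus 3 SD, cut at about 34% in these data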;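 also: 0% = IFN-gamma with DMSO and 100% = IFN-gamma with 300 µM nifuroxazide; values of inactives mirror those of a sister screen read the other way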
# ROMK primary: modulates human ROMK potassium channel activity. P48048. Tet-inducible ROMK, thallium flux fluorescence; actives lie on both sides. B-score at 10 µM. 2% of 130,000 active;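 active = signal ratio slope over the read window, or its plate-corrected B-score, at least 3 SD from the plate mean, either direction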;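 also: B-score of the F/F0 ratio slope over 7 to 12 s after thallium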
# Target sequence (P48048 whole entry, looked up): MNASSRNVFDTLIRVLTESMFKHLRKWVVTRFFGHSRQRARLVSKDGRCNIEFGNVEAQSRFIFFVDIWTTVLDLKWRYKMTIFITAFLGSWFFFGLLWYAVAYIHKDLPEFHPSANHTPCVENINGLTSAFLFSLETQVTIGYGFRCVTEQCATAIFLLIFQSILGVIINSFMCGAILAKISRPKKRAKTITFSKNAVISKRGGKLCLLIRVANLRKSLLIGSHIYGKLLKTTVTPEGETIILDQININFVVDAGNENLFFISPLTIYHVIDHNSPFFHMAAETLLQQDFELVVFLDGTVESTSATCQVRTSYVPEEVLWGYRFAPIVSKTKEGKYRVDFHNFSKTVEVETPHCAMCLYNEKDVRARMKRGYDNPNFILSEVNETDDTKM
# TLR4 MyD88 comp: TLR4-MyD88 interaction inhibition in cells; O00206+Q99836; 0.18% of 200,000 active; HeLa CL3-4 TLR4/MyD88 BLA complementation, FRET ratio; inhibition, % at 8.4 µM; AID 861; in the data active = inhibition above about 25%;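 also: 0% = vehicle and 100% = reference inhibitor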
# PPARg SRC2 recr: PPARgamma-driven SRC-2 recruitment agonism; 0.34% of 200,000 active; activation, % at 8 µM; PPARgamma LBD-SRC-2 recruitment, biochemical; P37231; in the data active = activation above about 22%;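 also: 0% = vehicle and 100% = reference agonist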
# SRC2 TRFRET art: TR-FRET artefact, counter-screen to PPARgamma/SRC-2 agonist assay; stronger effect = higher value; TR-FRET ratio at 8 µM; 0.4% of 200,000 active; in the data active = TR-FRET ratio above about 2000; also: inactives centre near 1500
# PPARg SRC-3 ag: PPARgamma-driven SRC-3 recruitment agonism. activation, % at 8 µM. biochemical PPARgamma/SRC-3 coactivator recruitment assay. 0.26% of 200,000 active. P37231. AID 731; in the data active = activation above about 23%;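 also: 0% = DMSO and 100% = reference agonist; some compounds past the cut are filed as inactive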
# RAM network inh: inhibitors of the yeast RAM network. S. cerevisiae dse1pr::URA3 reporter, 5-FOA growth OD615, 2 d; analog-sensitive cbk1-as2 kinase mutant strain. inhibition, % at 50 µM. 1.8% of 190,000 active;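 active = inhibition above a set limit, 3 SD over mean compound inhibition, cut at about 8.4% in these data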;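 also: 0% = DMSO-only wells with no growth and 100% = 10 µM 1-NA-PP1 full growth; inhibition rescues growth on 5-FOA so higher OD means more RAM inhibition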
# S1P3 antagonist: blocks the human S1P3 receptor. CHO S1P3 NFAT-BLA reporter, FRET fluorescence, antagonist mode. AID 485. Q99500. inhibition, % at 4.98 µM. 0.27% of 170,000 active;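 active = inhibition above the plate cutoff, the mean inhibition of test wells on that plate plus 3 SD, cut at about 28% in these data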;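 also: cells challenged with S1P at its EC80 of 0.8 µM; blue over green emission ratio from cleaved BLA substrate after 4 h stimulation; 0% = S1P-stimulated wells and 100% = unstimulated DMSO-only wells; some compounds past the cut are filed as inactive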
# Target sequence (Q99500 whole entry, looked up): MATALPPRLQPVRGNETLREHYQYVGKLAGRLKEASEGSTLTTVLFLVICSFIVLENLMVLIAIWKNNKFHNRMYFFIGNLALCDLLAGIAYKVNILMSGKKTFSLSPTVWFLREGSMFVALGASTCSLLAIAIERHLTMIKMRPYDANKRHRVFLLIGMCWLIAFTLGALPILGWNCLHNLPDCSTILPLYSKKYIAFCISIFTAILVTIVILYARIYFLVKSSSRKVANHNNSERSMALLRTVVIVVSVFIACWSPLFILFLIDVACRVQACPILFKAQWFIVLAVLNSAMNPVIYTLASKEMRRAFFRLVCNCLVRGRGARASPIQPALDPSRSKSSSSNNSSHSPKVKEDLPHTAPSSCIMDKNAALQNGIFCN
# PPARg SRC1 recr: agonists of human PPARgamma SRC-1 coactivator recruitment; P37231; AID 631; activation, % at 8 µM; 0.41% of 200,000 active; PPARgamma-SRC-1 coactivator recruitment biochemical assay; in the data active = activation above about 19%;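 also: 0% = DMSO and 100% = reference agonist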
# STAT3 activator: activators of IL-6 induced STAT3 signaling; U3A cells, IL-6 STAT3-luciferase reporter, luminescence; 100% = signal with IL-6 EC80 alone; 0.91% of 190,000 active; activation (% of control), % at 5.6 µM; AID 871;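 active = activation above the screen-wide mean of compound activation plus 3 SD, cut at about 130% in these data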;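 also: 0% = background luminescence of wells with medium and substrate only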
#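 Test system: STAT3-luciferase reporter U3A cells; Detection: reporter luminescence signal; Times: 1 h compound pre-exposure, 6 h IL-6 stimulation, 37 °C; Benchmarks: IL-6-only high control; Also added: IL-6 stimulus at 33 ng/mL final.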
# * marks the source's active call; other numbers are inactive results; / = not tested or not shown.
SMILES,STAT3 blocker,STAT1 blocker,ROMK primary,TLR4 MyD88 comp,PPARg SRC2 recr,SRC2 TRFRET art,PPARg SRC-3 ag,RAM network inh,S1P3 antagonist,PPARg SRC1 recr,STAT3 activator
Cc1cccc(NC(=O)CCC(=O)OCc2ccc(Br)cc2)c1,-8.8,-6.3,-0.289,9.6,3.6,1453,-4.6,1.6,-16.6,-1.2,108.5
CCN(CC(=O)NC)S(=O)(=O)c1ccc(C)cc1,3.4,-4.4,0.0164,18.6,10.0,1491,-3.8,2.1,-8.2,-3.0,100.3
CC(=O)Nc1cccc(/C(C)=N/NC(=O)c2ccc(O)cc2)c1,-3.4,4.9,0.0153,8.3,8.3,1641,2.4,-0.1,5.2,0.0,104.8
O=c1[nH]c(CSc2nnc3ccccn23)nc2ccccc12,4.2,-5.7,-0.0497,2.4,2.1,1330,1.5,0.6,-0.7,-1.8,104.0
COc1cc2c(cc1NC(=S)NC(=O)/C=C/c1ccco1)oc1ccccc12,7.8,16.2,/,4.0,-5.2,1449,2.0,3.8,2.1,-6.2,93.4
O=C(COc1ccc(-c2ccccc2)cc1)N/N=C/c1ccccc1Br,7.7,-5.8,/,1.9,14.3,1632,8.5,6.0,/,-3.5,95.1
Cc1ccc(C)c(S(=O)(=O)NCc2ccc(C(=O)N3CCC(Cc4ccccc4)CC3)cc2)c1,3.1,2.2,/,8.7,5.9,1488,8.3,4.1,/,13.3,100.4
COc1ccc(OC)c(C2(O)CSC(=Nc3cccnc3)N2Cc2ccco2)c1 (stereo unspecified),23.8,16.6,0.115,-9.1,-6.0,1439,6.7,0.1,14.4,-2.6,86.1
CC(=O)Nc1ccc(S(=O)(=O)N(C)Cc2ccccc2)cc1,7.5,3.4,0.351,10.0,-1.4,1590,2.1,-0.5,-5.8,-3.0,100.8
Cc1cc(-c2ccccc2)nc(N(C)N)c1S(C)(=O)=O,13.0,-0.2,-0.696,-11.2,9.9,1584,4.4,-0.6,6.0,5.9,97.5
Cc1nc(-c2ccc(NC(=O)c3ccccc3)cc2)cs1,70.7*,29.3,0.612,-4.7,1.9,1613,4.7,0.4,2.9,8.1,41.4
N#Cc1nc(Cc2ccccc2)oc1NCCCn1ccnc1,-0.4,0.1,-0.268,3.4,-0.6,1730,1.2,1.1,-17.6,0.0,104.2
CC1(C)CC(=O)C(CC(=O)NC2CCCc3ccccc32)C(=O)C1 (stereo unspecified),9.8,5.0,0.74,-5.3,3.4,1859,1.8,0.5,-23.9,5.7,93.1
CC1Cc2ccccc2N1C(=O)CSc1nnnn1-c1ccc2c(c1)OCCO2 (stereo unspecified),8.5,2.0,0.598,-3.2,17.7,2058*,2.9,4.1,-1.1,6.9,96.1
N#Cc1ccc(/C=N/NC(=O)c2cccc(S(=O)(=O)N3CCOCC3)c2)cc1,8.7,2.6,0.994,-10.6,2.2,1756,-0.3,-0.2,-5.2,-4.2,98.3
CCCCN(C(=O)CSc1nncn1-c1ccccc1)c1c(N)n(Cc2ccccc2)c(=O)[nH]c1=O,-1.5,-0.8,0.0171,10.4,2.1,1625,-3.8,0.9,-9.7,-4.4,101.5
Cc1cc(NS(=O)(=O)c2ccc(NC(=O)c3ccco3)cc2)no1,6.1,9.4,/,1.3,5.5,1513,14.5,0.1,14.9,21.3*,98.3
CCN1C(=O)C(CC(=O)Nc2ccccc2)S/C1=N\c1ccccn1 (stereo unspecified),13.8,7.4,0.569,4.2,-13.2,1458,2.9,2.8,-6.7,-1.5,97.8
O=C1CCC([N+](=O)[O-])C(c2cccc(Cl)c2Cl)N1 (stereo unspecified),3.3,-1.0,/,6.1,1.7,1389,-3.4,0.5,/,11.4,100.2
O=C(CSc1nnc(-c2ccc(S(=O)(=O)N3CCCC3)cc2)o1)NCc1ccco1,6.6,-1.9,/,8.3,-2.0,1653,1.4,3.0,16.9,-0.7,97.5
CCOC(=O)c1ccc(NC(=O)C2C3CCC(C3)C2C(=O)O)cc1 (stereo unspecified),-1.0,7.7,/,0.6,6.4,1461,-7.2,2.8,-24.4,-0.7,100.5
O=C(C1CCCCC1)N1CCCn2c1nc1ccccc12,3.6,-10.1,-0.868,-14.6,4.4,1523,-0.2,0.5,/,-2.2,101.0
O=C(NCC1CCCO1)c1sc2cc(Cl)ccc2c1Cl (stereo unspecified),19.5,-25.0,/,13.9,1.9,1598,-1.0,-1.5,-0.7,-8.0,82.7
O=C(Cn1cnc2ccccc2c1=O)Nc1nnc(C2CC2)s1,-2.7,0.0,/,-1.2,9.8,1626,5.0,-0.5,-10.0,6.9,101.0
Cc1nc(COC(=O)c2ccc(S(=O)(=O)N3CCCC3)cc2)cs1,3.1,1.6,0.469,-0.5,4.8,1616,5.1,4.6,-15.5,4.8,98.9
CCOC(=O)C1(CC2CC2)CCN(C(=O)c2cc(C)nc3ccc(CC)cc23)CC1,4.4,-4.7,-2.52,-15.3,5.8,1586,1.8,1.2,-12.7,7.0,101.1
COc1ccc(-n2ncc3c(N4CCN(Cc5ccccc5)CC4)ncnc32)cc1,2.0,-17.4,0.212,-9.0,8.5,1693,4.7,1.8,-22.9,7.6,102.3
COc1ccc(NC(=O)C2CCCN2S(=O)(=O)c2ccc3c(c2)CCC(=O)N3)cc1Cl (stereo unspecified),-6.2,-2.3,/,0.6,2.7,1626,0.5,-0.2,-41.9,9.1,105.2
CCOC(=O)c1oc2ccc(S(=O)(=O)n3nc(-c4ccc(C)cc4)cc3N)cc2c1C,5.5,3.8,/,1.2,-1.2,1597,12.9,2.1,/,4.0,102.7
O=C(OCC(=O)N1CCN(C(=O)c2ccco2)CC1)c1cc(S(=O)(=O)Nc2ccc(Cl)cc2)ccc1O,3.4,-1.3,0.431,7.2,1.8,1677,-0.6,3.3,5.8,8.6,97.7
COCCn1c(SCC(=O)Nc2ccccc2OC)nc2ccccc21,-8.6,12.0,-0.531,0.8,-0.7,1504,2.2,0.2,2.9,1.8,108.4
CC(C)OC(=O)CSc1nnc(Cc2ccccc2)n1Cc1ccco1,5.6,0.7,/,-1.0,6.7,1734,9.9,-0.3,-4.0,-0.1,98.9
CCOC(=O)c1ccc(NC(=O)N(CC)CC)cc1,5.8,-18.4,/,-1.9,8.6,1670,16.1,0.3,/,-0.6,98.7
NC(=O)c1ccsc1NC(=O)c1ccc2c(c1)CCCC2,36.0,-42.8,0.0113,-6.0,9.7,1567,2.8,2.1,16.6,-0.2,68.9
CC1CC1C(=O)OCC(=O)Nc1ccc2[nH]c(=O)[nH]c2c1 (stereo unspecified),1.1,-5.2,1.03,4.4,13.6,1663,4.7,3.4,1.6,6.9,105.6
O=C1NC2(CCc3ccccc3C2)C(=O)N1CCOc1cccc(Cl)c1 (stereo unspecified),7.0,5.8,-0.763,3.3,2.5,1392,-0.6,0.8,3.1,-7.1,93.1
O=C(O)CSCC(=O)Nc1cccc(C(F)(F)F)c1,6.2,-1.8,/,-1.8,-3.9,1524,2.0,0.4,/,-3.4,96.1
O=C1CC(SCc2nc3ccccc3[nH]2)C(=O)N1c1ccc(F)c(Cl)c1 (stereo unspecified),-11.7,5.5,-0.761,-2.8,-0.9,1470,1.0,0.0,/,0.1,110.0
Cc1ccc(-n2c(SCC3CNC(=O)O3)nnc2-c2ccccc2)cc1C (stereo unspecified),-0.1,-3.6,-0.394,-7.9,6.1,1476,0.6,4.3,-11.2,4.4,98.8
Cc1cc(NC(=O)CSc2nnc(NC(=O)C3CC(=O)N(c4ccccc4C)C3)s2)no1 (stereo unspecified),-4.9,1.5,0.463,11.3,5.3,1474,2.2,0.4,0.4,-0.5,106.3

# Next part, overlapping the part above by two compounds.
SMILES,STAT3 blocker,STAT1 blocker,ROMK primary,TLR4 MyD88 comp,PPARg SRC2 recr,SRC2 TRFRET art,PPARg SRC-3 ag,RAM network inh,S1P3 antagonist,PPARg SRC1 recr,STAT3 activator
Cc1ccc(-n2c(SCC3CNC(=O)O3)nnc2-c2ccccc2)cc1C (stereo unspecified),-0.1,-3.6,-0.394,-7.9,6.1,1476,0.6,4.3,-11.2,4.4,98.8
Cc1cc(NC(=O)CSc2nnc(NC(=O)C3CC(=O)N(c4ccccc4C)C3)s2)no1 (stereo unspecified),-4.9,1.5,0.463,11.3,5.3,1474,2.2,0.4,0.4,-0.5,106.3
Cc1ccc(S(=O)(=O)N2CCN(CC(=O)N/N=C/c3cc([N+](=O)[O-])ccc3Cl)CC2)cc1,-9.8,3.2,/,-1.4,5.0,1656,2.5,1.3,-13.2,-2.9,104.2
Cc1ccc(S(=O)(=O)NC(CC(=O)N2CCOCC2)c2ccco2)cc1 (stereo unspecified),5.7,-7.7,0.356,-11.7,-0.7,1621,7.9,0.8,4.3,5.2,97.5
CCNC(=O)COc1ccc(-c2ccccc2)cc1,5.7,-7.4,-0.0287,-1.1,5.7,1503,11.3,2.8,/,-2.9,95.5
CCn1c(C)c(P(c2ccccc2)c2ccccc2)[n+]2ccccc12,11.4,25.6,-0.213,13.8,-2.9,1516,3.7,1.0,-10.6,1.8,94.4
CCOC(=O)c1c(C)n(C)c2ccc(OC)c(NC(=O)CN3CCN(C(=O)c4ccco4)CC3)c12,4.5,-3.0,/,1.3,1.8,1668,8.5,0.5,-0.7,-4.3,99.7
CCOC(=O)CN1Cc2cccc(C(=O)O)c2C1=O,-8.4,-0.1,/,5.4,5.3,1647,-2.5,1.4,1.5,4.5,110.9
O=c1[nH]c2cc3ccccc3cc2nc1C(F)(F)F,22.9,-10.3,-2.17,3.5,-0.1,1683,0.5,0.9,-5.3,3.1,82.7
CCN(CC)CCCNC(=S)Nc1ccc(Br)cc1,3.2,3.6,/,6.2,3.9,1628,1.4,1.4,9.1,2.1,98.7
O=C(Nc1nnc(SCC(=O)N2CCOCC2)s1)c1ccccc1,3.5,-16.6,0.123,9.3,-6.2,1520,2.6,1.9,2.0,-2.8,97.0
CCN(CC)C(=O)c1ccc(Oc2ccc([N+](=O)[O-])cc2Cl)cc1,11.5,9.1,-1.72,8.8,11.1,1801,5.0,2.1,1.1,5.1,95.8
Clc1ccc(-n2ncc3c(NCc4ccc5c(c4)OCO5)ncnc32)cc1,-4.2,4.4,0.0894,5.9,5.5,1589,-2.2,4.2,-42.2,3.9,102.1
COc1ccc(N2CCN(C(=O)CN(c3ccccc3)S(=O)(=O)c3ccc(OC)cc3)CC2)cc1,2.8,-0.8,/,-8.9,9.2,1434,7.4,3.4,/,3.9,98.6
CCOC(=O)C1(Cc2ccccc2)CCCN(C2CCCC2)C1 (stereo unspecified),-4.8,6.3,-1.19,3.7,-4.6,1452,0.2,0.7,-15.8,1.9,106.9
CC1CCC(C(=O)c2c(O)c3ccccc3oc2=O)CC1 (stereo unspecified),7.3,0.0,/,-2.3,8.7,1527,7.2,6.1,/,2.3,95.2
COC(=O)c1ccccc1NC(=O)CSc1nnc(-c2cccnc2)n1C,5.2,-3.0,-0.822,-12.8,-6.2,1311,0.8,1.1,/,-7.4,99.2

# Compound activity: PubChem BioAssay, several laboratories
